# Screening results: PubChem, several laboratories
# Phagocyt inh = blocks phagocytosis by macrophages; J774A.1 macrophage IgG-bead phagocytosis, imaging; inhibition, % at 5 µM; actives 0.07% (n = 110,000); AID 1029;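 active = inhibition above the mean of the plate negative controls plus 5 SD, cut at about 13% in these data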;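 also: phagocytic index as fraction of beads internalized from green versus red external bead signal; plate controls were DMSO negative control for no effect and cytochalasin-D positive control for full effect; some results beyond the cut were filed as inactive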
# GALR2 antag = antagonists of human galanin receptor 2 (GALR2) | GALR2-expressing cells, antagonist mode | inhibition, % at 4 µM | actives 0.39% (n = 140,000) | AID 828; in the data active = inhibition above about 27%;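 also: cells stimulated with galanin 1-16 at roughly its EC80; 0% = agonist challenge control and 100% = basal control without agonist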
# Target sequence (O43603 whole entry, looked up): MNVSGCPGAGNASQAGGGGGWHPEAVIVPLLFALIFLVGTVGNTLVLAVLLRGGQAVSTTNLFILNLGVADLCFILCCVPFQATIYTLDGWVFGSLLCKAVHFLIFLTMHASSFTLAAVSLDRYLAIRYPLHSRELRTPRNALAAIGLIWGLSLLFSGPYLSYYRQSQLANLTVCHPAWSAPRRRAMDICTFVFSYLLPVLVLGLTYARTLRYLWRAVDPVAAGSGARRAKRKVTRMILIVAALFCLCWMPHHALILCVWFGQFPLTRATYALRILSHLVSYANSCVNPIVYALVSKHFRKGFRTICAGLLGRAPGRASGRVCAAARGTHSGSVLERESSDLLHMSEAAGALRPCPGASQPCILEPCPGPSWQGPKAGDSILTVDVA
# BB579 growth dn = reduces growth of yeast BB579 in restrictive medium | S. cerevisiae BB579 growth, OD615, 48 h | inhibition, % at 10 µM | actives 0.51% (n = 140,000);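 active = inhibition above a set limit, 3 SD over the mean compound inhibition, cut at about 44% in these data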; also: inactives centre near -24
#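 controls = amphotericin B 10 µg/mL, positive | assay system = DeaD yeast strain BB579 | schedule = 48 h compound exposure at 30 °C after 4 h preincubation | detection = OD615 turbidity measurement | medium = restrictive CSMM-D medium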
# Measles CPE = protection of cells from measles virus; Measles virus-infected cells, CPE protection, absorbance; protection (pct of control), % at 4 µM; actives 1.5% (n = 140,000); in the data active = protection mostly above about 24%, no sharp cut-off; inactive = mostly below about 26%; also: some compounds called inactive have numbers as strong as hits
# E-sel TNF inh = blocks E-selectin expression induced by TNF alpha; inhibition, % at 2 µM; AID 1246; HUVEC TNFa-induced E-selectin immunofluorescence, high content; actives 0.71% (n = 120,000);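 active = inhibition above the batch mean plus 3 SD, and confirmed as a hit on visual image review, cut at about 43% in these data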;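 also: 0% = TNF-stimulated DMSO wells and 100% = unstimulated control wells; not every result past the cut was called active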
# Yeast life ext = yeast lifespan extension; S. cerevisiae growth with nicotinamide, OD615; deaD strain in restrictive glucose medium; inhibition of the nicotinamide effect, % at 10 µM; actives 0.68% (n = 130,000);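 active = inhibition above a set limit, placed 3 SD over the median of all compounds, cut at about 26% in these data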;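 also: 0% = nicotinamide-treated wells and 100% = cells grown without nicotinamide; some compounds called inactive have numbers as strong as hits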
#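 Test system: DeaD-strain S. cerevisiae / Buffer or medium: restrictive glucose medium / Also added: nicotinamide 1.5 mM / Doses: one concentration, 10 µM, DMSO 0.25% / Schedule: 48 h at 30 °C / Signal: OD615 measurement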
# NPY Y2 blocker = blocks the human neuropeptide Y Y2 receptor; P49146; NPY-Y2 expressing cells, antagonist mode; inhibition, % at 2.7 µM; actives 0.99% (n = 140,000); AID 793; in the data active = inhibition above about 17%;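 also: 0% = vehicle with agonist challenge and 100% = reference antagonist with challenge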
# Target sequence (P49146 whole entry, looked up): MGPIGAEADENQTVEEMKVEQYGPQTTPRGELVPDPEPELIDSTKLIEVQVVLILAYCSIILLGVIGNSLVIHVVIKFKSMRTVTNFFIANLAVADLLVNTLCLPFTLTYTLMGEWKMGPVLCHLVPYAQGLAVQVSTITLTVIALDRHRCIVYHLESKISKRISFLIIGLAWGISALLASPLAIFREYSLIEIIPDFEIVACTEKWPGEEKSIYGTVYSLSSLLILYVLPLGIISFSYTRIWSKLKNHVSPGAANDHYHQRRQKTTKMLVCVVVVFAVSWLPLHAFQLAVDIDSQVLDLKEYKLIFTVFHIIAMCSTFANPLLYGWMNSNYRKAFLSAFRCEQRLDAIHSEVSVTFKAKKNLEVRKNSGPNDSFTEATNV
# MRP1 act = activators of MRP-1; H69AR cells + doxorubicin, viability rescue, CellTiter-Glo; viability increase, % at 10 µM; actives 0.61% (n = 140,000);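 active = viability gain under doxorubicin at or above a set limit, the compound median plus 3 SD, cut at about 4.7% in these data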;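 also: MRP-1 overexpressing cells given doxorubicin 25 µM after compound pretreatment; 18-22 h compound pretreatment then 72 h with doxorubicin before readout; 0% = doxorubicin-only wells and 100% = vehicle-treated cells without doxorubicin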
# bCat KO growth = beta-catenin-lacking colon tumor cell growth suppression. viability, % at 10 µM. actives 1.5% (n = 140,000). HCT116 beta-catenin knockout viability, CellTiter-Glo, 60 h; hits give low values;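 active = viability at or under a set limit, the compound median less 4 SD, cut at about 6% in these data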;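 also: 0% = Hyamine 1622 control at 20 µM and 100% = untreated cell control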
# PTEN del growth = PTEN-deleted cell growth suppression. viability, % at 10 µM. AID 827. HCT116 PTEN-null viability, CellTiter-Glo, 60 h; hits give low values. actives 1.2% (n = 140,000);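 active = viability at or below a set limit, 4 SD under the median of all tested compounds, cut at about 3.7% in these data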;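 also: PTEN knockout HCT116 line with beta catenin targeted HCT116 as companion control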
# * hit, by the source's call; · = not tested or not shown.
SMILES,Phagocyt inh,GALR2 antag,BB579 growth dn,Measles CPE,E-sel TNF inh,Yeast life ext,NPY Y2 blocker,MRP1 act,bCat KO growth,PTEN del growth
CCN1C(=O)/C(=C/c2cccs2)SC1=Nc1ccc(OC)cc1,1,-7,-41,3,4,-16,-1,0.1,104,82
OCCN1CCN(c2nc(NCc3ccco3)c3ccccc3n2)CC1,·,2,-3,0,14,·,7,-3.5,84,83
Clc1ccc(-c2nnc3sc(-c4ccccn4)nn23)cc1,-4,5,-6,4,12,-5,0,0.5,103,104
Cc1ccc(C(=O)N/C(=C\c2cccs2)C(=O)NC2CCCCC2)cc1,-2,-4,-31,9,3,-5,2,0.0,100,88
CC(=O)c1cccc(NC=C2C(=O)OC3(CCCCC3)OC2=O)c1,·,17,-42,7,21,-24,0,-0.3,102,99
CC(=O)N1CCN2C(=O)C1CCCC(=O)c1cc(C)ccc12 (centres undefined),·,-3,5,6,-11,·,1,0.1,87,92
O=C(CCc1ccccc1)N/N=C/c1cc(Br)ccc1O,-7,6,-17,10,·,-1,5,6.4*,13,10
COC(=O)C1=C(N)Oc2cc(C)n(Cc3cccnc3)c(=O)c2C1c1ccc(OC)c(OC)c1 (centres undefined),-4,2,-40,6,28,-4,-2,-2.8,96,84
Cc1sc2ncn3cnnc3c2c1C,1,-2,14,5,·,-9,0,-3.1,96,107
CCCc1nc2ccccc2c(C(=O)OCC(=O)Nc2cccc(S(=O)(=O)N3CCOCC3)c2)c1CC,·,9,-54,17,·,6,1,-1.4,62,·
Cc1cccn2c(=O)c(/C=C(\C#N)C(=O)NCc3ccco3)c(N3CCCCC3)nc12,-1,-10,-16,14,·,5,5,-3.0,70,70
O=C(COC(=O)c1cccc(C(=O)OCC(=O)NC2CCCCC2)n1)NC1CCCCC1,-1,2,-75,4,3,5,6,-0.6,104,111
O=c1c2c(nc3cc(-c4ccc(Cl)cc4)[nH]n13)CCS2,·,13,-34,12,10,5,-5,-0.9,91,85
CCN(CC)C(=O)CSc1nc2ncc(Cl)cc2[nH]1,0,3,-42,14,-21,4,0,-0.5,103,108
O=C(Nc1ncc(Cc2cccc(Cl)c2)s1)c1ccc([N+](=O)[O-])cc1,·,1,-15,22,·,-5,-2,0.1,75,66
CCc1cc(/C(Cc2ccc3ccccc3n2)=N\O)c(O)cc1O,2,2,-45,7,-1,-9,-1,-2.2,74,68
COc1cc(CC(=O)OCC(=O)c2ccc3c(c2)OCCO3)cc(OC)c1OC,6,-11,-30,5,12,-7,14,-4.4,15,12
CCn1c(C)c(C(C)=O)c(N2CCN(c3ccccn3)CC2)nc1=S,0,7,-21,20,14,-7,5,-0.4,96,92
O=C(c1nn2c(C(F)(F)F)cc(-c3cccs3)nc2c1Br)N1CCCc2ccccc21,-12,1,-50,1,·,3,7,-2.4,59,59
O=C(COC(=O)c1ncc(Cl)c(Cl)c1Cl)Nc1ccccc1OC(F)F,-2,-9,-46,4,8,-1,4,-1.7,87,99
O=C(c1cn(CC(=O)N2CCCCC2)c2ccccc12)C1CC1,-1,12,-3,28,1,-5,8,-1.9,96,97
Cc1ccc(N(C(C)C(=O)N2CCCCC2)S(C)(=O)=O)cc1C (centres undefined),-2,2,-24,13,-15,-2,3,-1.1,92,107
COc1ccc(/C=N/Nc2nc(-c3cccc(S(=O)(=O)N4CCCC4)c3)cs2)c(OC)c1,·,-2,-12,25,19,-4,-1,0.3,54,56
CN(C)C(CNC(=O)c1cccs1)c1cccnc1 (centres undefined),-1,11,-21,12,-8,4,-1,-2.5,98,100

# Twelve compounds out of the list, ordered by number of heavy atoms, lowest first.
SMILES,Phagocyt inh,GALR2 antag,BB579 growth dn,Measles CPE,E-sel TNF inh,Yeast life ext,NPY Y2 blocker,MRP1 act,bCat KO growth,PTEN del growth
Cc1sc2ncn3cnnc3c2c1C,1,-2,14,5,·,-9,0,-3.1,96,107
CN(C)C(CNC(=O)c1cccs1)c1cccnc1 (centres undefined),-1,11,-21,12,-8,4,-1,-2.5,98,100
O=c1c2c(nc3cc(-c4ccc(Cl)cc4)[nH]n13)CCS2,·,13,-34,12,10,5,-5,-0.9,91,85
Cc1ccc(N(C(C)C(=O)N2CCCCC2)S(C)(=O)=O)cc1C (centres undefined),-2,2,-24,13,-15,-2,3,-1.1,92,107
CCc1cc(/C(Cc2ccc3ccccc3n2)=N\O)c(O)cc1O,2,2,-45,7,-1,-9,-1,-2.2,74,68
CCn1c(C)c(C(C)=O)c(N2CCN(c3ccccn3)CC2)nc1=S,0,7,-21,20,14,-7,5,-0.4,96,92
O=C(COC(=O)c1ncc(Cl)c(Cl)c1Cl)Nc1ccccc1OC(F)F,-2,-9,-46,4,8,-1,4,-1.7,87,99
COc1cc(CC(=O)OCC(=O)c2ccc3c(c2)OCCO3)cc(OC)c1OC,6,-11,-30,5,12,-7,14,-4.4,15,12
Cc1cccn2c(=O)c(/C=C(\C#N)C(=O)NCc3ccco3)c(N3CCCCC3)nc12,-1,-10,-16,14,·,5,5,-3.0,70,70
COc1ccc(/C=N/Nc2nc(-c3cccc(S(=O)(=O)N4CCCC4)c3)cs2)c(OC)c1,·,-2,-12,25,19,-4,-1,0.3,54,56
COC(=O)C1=C(N)Oc2cc(C)n(Cc3cccnc3)c(=O)c2C1c1ccc(OC)c(OC)c1 (centres undefined),-4,2,-40,6,28,-4,-2,-2.8,96,84
CCCc1nc2ccccc2c(C(=O)OCC(=O)Nc2cccc(S(=O)(=O)N3CCOCC3)c2)c1CC,·,9,-54,17,·,6,1,-1.4,62,·

# Returning to the listing; the two compounds before the break are reprinted first.
SMILES,Phagocyt inh,GALR2 antag,BB579 growth dn,Measles CPE,E-sel TNF inh,Yeast life ext,NPY Y2 blocker,MRP1 act,bCat KO growth,PTEN del growth
COc1ccc(/C=N/Nc2nc(-c3cccc(S(=O)(=O)N4CCCC4)c3)cs2)c(OC)c1,·,-2,-12,25,19,-4,-1,0.3,54,56
CN(C)C(CNC(=O)c1cccs1)c1cccnc1 (centres undefined),-1,11,-21,12,-8,4,-1,-2.5,98,100
COc1ccc2nc(SCC(=O)Nc3ccccc3)[nH]c2c1,2,11,-20,2,8,0,2,-1.6,87,86
Cc1ccccc1-n1c(SCC(=O)Nc2ccccc2)nc2nc3c(cc2c1=O)CCCC3,-13,-5,-43,29,0,2,2,-1.1,75,68
CCc1sc(C(=O)N2CCN(S(C)(=O)=O)CC2)cc1Br,0,-4,-28,2,9,-8,4,-1.4,90,109
Cc1cc(C(F)F)nn1CC(=O)Nc1cc([N+](=O)[O-])ccc1F,-4,16,-32,4,19,6,7,-1.9,86,99
CCN(CC)S(=O)(=O)c1ccc(N2CCCCC2)c(C(=O)Nc2ccccc2N2CCOCC2)c1,-2,8,-28,4,-21,-22,6,-4.4,20,30
CCCS(=O)(=O)c1nnnn1-c1cccc(OC)c1,0,84*,96*,6,98*,-19,0,-2.7,1.4*,1.3*
COC(=O)c1ccc(CSC2=NCCS2)cc1,-7,12,-2,9,·,-3,2,0.7,96,96
Cc1ccc(S(=O)(=O)Nc2cc(C(C)C)c(O)cc2C)cc1,-3,4,-13,22,-25,1,6,-2.4,90,88
c1ccc(-c2cn3c(n2)SCC3)cc1,·,4,-28,7,-20,·,2,-0.1,88,100
Cc1nn(-c2ccc(C(=O)O)cc2)c(N)c1-c1ccccc1,-2,4,-22,7,·,-3,0,-2.1,89,93
Cc1cccc(C)c1NC(=O)N1CCC(n2cnc3ccccc32)CC1,-2,5,9,13,30,-19,-1,-3.1,105,102
COc1ccccc1Nc1nc(-c2sc(NC(=O)c3cccc(Cl)c3)nc2C)cs1,·,-2,-44,11,6,-8,0,-1.2,104,90
COC(=O)C(NC(=O)COc1ccccc1)(Nc1nc2c(s1)CCCC2)C(F)(F)F (centres undefined),·,-4,-17,12,-18,·,6,-1.2,79,78
Cc1c(N=Cc2ccc(O)c(Br)c2)cccc1[N+](=O)[O-],-3,-4,-25,5,-5,5,4,0.4,93,91
COc1ccc(NC(=S)c2ccc(N(C)C)cc2)cc1,-7,9,-18,7,·,-3,5,-1.7,101,99
Cc1c(NC(=O)CN2C(=O)c3ccccc3C2=O)c(=O)n(-c2ccccc2)n1C,-1,-7,-64,2,·,-9,2,-0.6,89,104
C=CCn1c(=O)c2ccccc2n2c(SC(C)C(=O)Nc3nc(-c4ccccc4)cs3)nnc12 (centres undefined),·,7,-37,6,3,-8,2,-3.0,73,71
O=c1c2ccccc2nc(-c2ccc(Br)cc2)n1Cc1ccccc1,·,-9,-56,21,18,17,5,-3.1,88,81
CC12CCC3(CO)COC(c4ccccc4O1)C2C3 (centres undefined),-1,0,-27,26,55*,·,-1,3.2,81,99
COC(=O)c1cc(C(=O)OC)cc(-n2c(C)cc(C(=O)COC(=O)CNS(=O)(=O)c3ccc(C)cc3)c2C)c1,-10,-8,-47,10,-27,1,3,0.0,98,90
CCOc1ccccc1NC(=O)CSc1nc2c(c(=O)n1C)SC(C)C2 (centres undefined),2,8,-17,20,-2,-8,6,-2.7,80,80
CCNC(=S)N/N=C/c1ccco1,-1,-1,-13,0,33,-11,1,-1.7,99,98
CCOc1cccc(-c2nc(C(N)=O)c3[nH]c(=O)n(-c4cccc(Cl)c4)c3n2)c1O,0,6,-23,15,·,-7,-1,0.0,99,95
FC(F)(F)c1nnc2sc(-c3ccccn3)nn12,0,-5,-79,3,·,-18,-1,0.5,82,99
